# Assay outcomes deposited in PubChem BioAssay by National Center for Advancing Translational Sciences (NCATS).
# HEK293 cAMP cs: raises cAMP in parental HEK293 cells, TSHR agonist counter-screen; parental HEK293 CNG cAMP sensor, membrane potential fluorescence; Potency, µM (titrated, usually from 57.1 µM), without a hit: at the top dose activation, usual class: activators; 73,000 tested, 2.5% active; AID 938; further: potency means the concentration at half of the fitted maximal effect; % of control where 0% means no effect; nearly all actives have a fitted effect of over 55% in size
#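 Parental HEK 293 cells stably expressing a modified CNG channel (no TSHR) report cAMP rise as membrane depolarization. Membrane potential dye with 100 uM RO 20-1724 was loaded for 60 min at room temperature, then compound added for 30 min; fluorescence read at 590 nm.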
# Casp1 inh: blocks human caspase-1 allosterically or competitively; P29466; Caspase-1 enzyme, Ac-WEHD-AFC fluorogenic rate; Potency, µM (series often up to 57.5 µM), for inactives: top-dose activity change, negative = inhibition, most hits filed as inhibitors; 75,000 tested, 0.03% active; AID 900;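 further: potency means the concentration at half of the fitted maximal effect; plate controls were vehicle for no effect and no substrate for full effect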
# Target sequence (P29466 120-297 limits assumed): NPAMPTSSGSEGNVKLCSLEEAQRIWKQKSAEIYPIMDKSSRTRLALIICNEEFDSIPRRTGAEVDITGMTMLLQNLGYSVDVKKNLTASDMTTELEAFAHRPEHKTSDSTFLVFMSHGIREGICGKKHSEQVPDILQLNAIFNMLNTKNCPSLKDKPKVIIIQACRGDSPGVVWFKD
# Target sequence (P29466 317-404 limits assumed): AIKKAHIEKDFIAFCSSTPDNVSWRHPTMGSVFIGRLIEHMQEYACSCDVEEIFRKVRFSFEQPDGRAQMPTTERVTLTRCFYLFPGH
# Texas Red fluor: compounds fluorescent in Texas Red spectral region; 59,000 tested, 0.06% active; max dye-equivalent concentration, M; AID 587; Compound fluorescence, Texas Red channel, 547/618 nm; hits give high values; in the data active means max dye-equivalent concentration above about 10 nM; inconclusive means between about 1.1 nM and that limit
#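 Spectral interference profiling: each compound concentration's relative fluorescence, read with a 547 nm excitation and 618 nm emission filter pair, was normalized to a per-plate Texas Red standard curve.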
# FLuc inh: firefly luciferase inhibition. P08659. AID 411. purified firefly luciferase, luminescence, 8 min. 72,000 tested, 2.2% active. Potency, µM (series often up to 57.1 µM), without a hit: top-dose activity change, negative = inhibition, most hits filed as inhibitors; further: potency means the concentration at half of the fitted maximal effect; on the % scale 0 is the no-effect control and ±100 the full control effect; nearly all actives have a fitted effect of over 40% in size
# Target sequence (P08659 whole entry, looked up): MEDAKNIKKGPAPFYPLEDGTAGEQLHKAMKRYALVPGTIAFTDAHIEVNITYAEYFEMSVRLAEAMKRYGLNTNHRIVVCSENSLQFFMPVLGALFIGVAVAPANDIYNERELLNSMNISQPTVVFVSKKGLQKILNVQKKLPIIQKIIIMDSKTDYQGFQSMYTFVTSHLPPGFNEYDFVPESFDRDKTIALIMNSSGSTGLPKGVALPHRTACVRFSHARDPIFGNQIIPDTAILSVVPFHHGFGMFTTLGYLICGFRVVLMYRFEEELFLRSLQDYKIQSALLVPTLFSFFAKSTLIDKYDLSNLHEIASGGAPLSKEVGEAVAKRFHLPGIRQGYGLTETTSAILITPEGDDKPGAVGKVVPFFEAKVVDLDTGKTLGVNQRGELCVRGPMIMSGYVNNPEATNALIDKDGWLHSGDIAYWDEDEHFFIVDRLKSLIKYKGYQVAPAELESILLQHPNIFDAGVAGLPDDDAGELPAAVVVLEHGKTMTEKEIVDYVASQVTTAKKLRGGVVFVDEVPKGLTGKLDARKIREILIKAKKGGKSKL
#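 Compounds were tested as concentration series (qHTS) against purified P. pyralis luciferase with luciferin and 10 uM ATP in 50 mM imidazole pH 7.2, 50 mM KCl, 7 mM MgCl2, 0.01% Tween 20, 0.05% BSA. Luminescence was read after 8 min at ambient temperature.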
# ERK AVP block: blocks ERK signaling stimulated by vasopressin | AID 995 | 72,000 tested, 0.99% active | Potency, µM (top dose mostly 57.5 µM), for inactives: top-dose activity, negative = inhibition, hits mostly inhibitors | HEK293-V1b, vasopressin-stimulated pERK AlphaScreen; further: potency means the concentration at half of the fitted maximal effect; on the % scale 0 is the no-effect control and ±100 the full control effect; nearly all actives have a fitted effect of over 55% in size
#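 Overnight-seeded V1b-HEK293 cells in 1% FBS got compound, then vasopressin (25 nM final, 5 min, 37C), then lysis buffer. AlphaScreen detection of phospho-ERK; activity normalized to basal and full-stimulation controls.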
# Fluorescein fluor: compound fluoresces in the fluorescein spectral region. Compound autofluorescence, 480/540 nm, fluorescein-equivalent; hits give high values. max fluorescein-equivalent concentration, M. 59,000 tested, 0.91% active; in the data active means max fluorescein-equivalent concentration above about 10 nM; inconclusive means between about 1.1 nM and that limit
#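 Normalized response (dye-equivalent concentration) derives from comparing each well's 540 nm emission, under 480 nm excitation, with plate-resident fluorescein standards. Compounds were held in 100 mM Tris, pH 8.0, for 15 min at room temperature.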
# A350 autofl: compounds fluorescent in Alexa 350 spectral region; Compound autofluorescence, 340/450 nm, Alexa 350 dye-equivalents; hits give high values; max dye-equivalent concentration, M; 59,000 tested, 11% active; in the data active means max dye-equivalent concentration above about 10 nM; inconclusive means mostly about 1.1 nM to 9.6 nM
# Casp7 inh: caspase-7 (human) inhibition, allosteric or competitive | recombinant caspase-7, Ac-DEVD-AFC fluorescence rate | 75,000 tested, 0.02% active | P55210 | Potency, µM (doses to about 57.5 µM), inactives show top-dose activity change, negative = inhibition, most hits filed as inhibitors; active means well fitted inhibition curve with a large enough effect in the main read-out, with a control signal flat, not every such curve was filed as active; inconclusive means small, poorly fitted or top-dose-only effect, or a change in a side signal; further: potency means the concentration at half of the fitted maximal effect; % of control where 0% means no effect
# Tau filament bind: binders of human tau filaments; P10636; recombinant tau filaments, thioflavin S fluorescence, 15 h; filaments grown with octadecylsulfate alongside compound; Potency, µM (top dose mostly 57.1 µM), inactives show at the highest dose activity change, negative = inhibition; 71,000 tested, 2% active; AID 596;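 further: potency means the concentration at half of the fitted maximal effect; on the % scale 0 is the no-effect control and ±100 the full control effect; actives lower thioflavin S fluorescence by blocking filaments or displacing dye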
#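 His-tagged recombinant human tau (exons 2, 3, 10; 1 uM final) fibrillized with 30 uM sodium octadecylsulfate, 15 h at 37 C, in pH 7.4 HEPES buffer with 10 uM thioflavine S and 5 mM DTT. Reduced ThS fluorescence (450/510 nm) marks activity.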
# Rhodamine fluor: compound autofluorescence in rhodamine spectral region. Rhodamine-region fluorescence, 547/598 nm, Tris buffer; hits give high values. max dye-equivalent concentration, M. 59,000 tested, 0.05% active; in the data active means max dye-equivalent concentration above about 11 nM; inconclusive means between about 1.1 nM and that limit
#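 Intensities are converted to rhodamine-equivalent concentration using a six-point rhodamine standard on each plate. Compounds sit 15 min at room temperature in 100 mM Tris buffer, pH 8.0; read uses the 547/598 nm excitation/emission pair.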
# 4-MU autofl: compounds fluorescent in 4-MU spectral region | max dye-equivalent concentration, M | 59,000 tested, 11% active | compound autofluorescence, 340/450 nm, 4-MU equivalents; hits give high values; in the data active means max dye-equivalent concentration above about 10 nM; inconclusive means mostly about 1.1 nM to 9.6 nM
#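 Compounds in 100 mM Tris, pH 8.0, sat 15 min at room temperature before fluorescence was read at 340 nm excitation/450 nm emission; a per-plate six-point 4-MU standard curve converted signals to dye-equivalent concentration at each compound concentration.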
# Numbers without * were called inactive; i = inactive; ? = inconclusive; . = no result given; [ ] = dose if it differs, or a comment. Unless noted, the call rests on the fitted dose curve; in most records, active means well fitted curve in the direction sought with a large enough effect; inconclusive means small, poorly fitted or top-dose-only effect, or another doubt; inactive means no such curve, though single readings can be large; an effect the other way counts as inactive or inconclusive.
SMILES,HEK293 cAMP cs,Casp1 inh,Texas Red fluor,FLuc inh,ERK AVP block,Fluorescein fluor,A350 autofl,Casp7 inh,Tau filament bind,Rhodamine fluor,4-MU autofl
COc1cc(C(C)=O)ccc1OCC(O)CN1CCN(S(=O)(=O)c2ccccc2)CC1 (stereo not given),-2%,1%,?,3%,1%,?,1.4e-08M*,-1%,-2%,i,1.1e-08M*
CO[C@H]1COC(=O)C/C=C\[C@H](C)[C@@H](OC)COC(=O)[C@@H](C)COC(=O)C/C=C\[C@@H]1C,-2%[11.4 µM],-1%[11.5 µM],.,1%[11.4 µM],-5%[11.5 µM],.,.,1%[11.5 µM],.,.,.
CCOC(=O)C1=C(C)NC(SCC(=O)O)=NC1c1ccccc1 (stereo not given),17%,-4%,?,1%,4%,i,?,-4%,4%,i,i
Cc1c(Nc2ncnc3nc[nH]c23)c(=O)n(-c2ccccc2)n1C,15%,-2%,.,-14%,.,.,.,-3%,170%,.,.
CCOc1ccc(Nc2nc(Cc3nnc(SCC(N)=O)o3)cs2)cc1,3%,1%,i,-30%,2%,i,i,-1%,-6%,i,i
COc1ccccc1C1/C(=C(/O)c2ccc(Cl)cc2)C(=O)C(=O)N1CCN1CCOCC1 (stereo not given),9%,-5%,i,7%,29%,i,i,-3%,-2%,i,i
Cc1cc(C(=O)Nc2ccccn2)no1,1%,-1%,i,-19%,-11%,i,i,1%,-10%,i,i
COc1ccc(C(=O)COC(=O)CCn2nnc(-c3cccs3)n2)cc1,?,-1%,i,-8%,-14%,?,i,-1%,-22%,i,i
O=C(c1cc2c(s1)CCCCC2)N1CCN(c2ncccn2)CC1,23%,-4%,i,?,39%,i,i,-5%,15%,i,i
N#Cc1c(N)nc(SCC(=O)OCc2ccccc2)c(C#N)c1-c1ccco1,?,?,?,-1%,-9%,?,2.8e-08M*,?,3%,i,3.6e-08M*

# The last 5 entries of the part before come first, to join the parts.
SMILES,HEK293 cAMP cs,Casp1 inh,Texas Red fluor,FLuc inh,ERK AVP block,Fluorescein fluor,A350 autofl,Casp7 inh,Tau filament bind,Rhodamine fluor,4-MU autofl
COc1ccccc1C1/C(=C(/O)c2ccc(Cl)cc2)C(=O)C(=O)N1CCN1CCOCC1 (stereo not given),9%,-5%,i,7%,29%,i,i,-3%,-2%,i,i
Cc1cc(C(=O)Nc2ccccn2)no1,1%,-1%,i,-19%,-11%,i,i,1%,-10%,i,i
COc1ccc(C(=O)COC(=O)CCn2nnc(-c3cccs3)n2)cc1,?,-1%,i,-8%,-14%,?,i,-1%,-22%,i,i
O=C(c1cc2c(s1)CCCCC2)N1CCN(c2ncccn2)CC1,23%,-4%,i,?,39%,i,i,-5%,15%,i,i
N#Cc1c(N)nc(SCC(=O)OCc2ccccc2)c(C#N)c1-c1ccco1,?,?,?,-1%,-9%,?,2.8e-08M*,?,3%,i,3.6e-08M*
CCOC(=O)CC1=NS(=O)(=O)c2ccccc2N1,7%,-4%,i,-1%,-17%,?,i,-2%,-16%,i,i
CCc1ccc(C2CC(c3ccc(C)cc3)n3nc(N)nc3N2)cc1 (stereo not given),5%,3%,.,-2%,?,.,.,-1%,-28%,.,.
CCOC(=O)C(C(=O)OCC)=C1OC(=O)c2ccccc21,-4%,1%,.,0%,1%,.,.,0%,-4%,.,.
C/C(=C1\SC(N2CCOCC2)=NC1=O)c1ccccc1,3%[11.4 µM],0%,.,-1%,2%,.,.,-1%,-2%[11.4 µM],.,.
CCOC(=O)c1cnc(N(C)C)nc1SC(=N)N,7%[11.4 µM],0%[11.5 µM],?,3%[11.4 µM],-23%[11.5 µM],?,i,3%[11.5 µM],0%[11.4 µM],i,i
Cc1cccc(NS(=O)(=O)c2cccc3cccnc23)n1,28%,-1%,.,4%,.,.,.,1%,-10%,.,.
CCOC(=O)c1sc2nc(CSc3nc4ccccc4n3CC)[nH]c(=O)c2c1C,17%,-2%,i,3%,-16%,?,i,-1%,-23%,i,i
CCSc1nnc(NC(=O)C2(C)Cc3ccccc3C(=O)O2)s1 (stereo not given),4%,-1%,i,0%,-20%,?,?,0%,3%,i,?
Cc1ccc2cc(S(=O)(=O)NCCCC(=O)O)ccc2c1,8%,1%,i,1%,-19%,i,i,0%,1%,i,i
CC(C)NC(=O)Cn1c(SCC(=O)N2CCCCCC2)nc2ccccc21,12%,0%,i,2%,4%,i,i,-1%,6%,i,i
COCC(=O)N(C)C1(c2nnnn2CCOC(=O)Nc2cccc3ccccc23)CCCC1,8%,-3%,i,0%,-6%,?,i,-10%,5%,i,i
Cc1c(NC(=O)c2cc(-c3ccc4c(c3)OCO4)on2)c(=O)n(-c2ccccc2)n1C,4%,0%,i,4%,16%,i,i,0%,3%,i,i
COc1ccc(Cc2nnc(NS(=O)(=O)Cc3ccccc3)s2)cc1,12%,2%,?,0%,-16%,?,i,-1%,-1%,i,i
CSc1nnc(-c2ccc(F)cc2)o1,6%,0%,i,-1%,3%,?,i,0%,0%,i,i
Cc1ccc(CSC(N)=Nc2ccccc2)cc1C,4%[11.4 µM],-2%[11.5 µM],i,-1%[11.4 µM],9%[11.5 µM],i,i,2%[11.5 µM],-1%[11.4 µM],i,i
CC(C)(C#N)Nc1ccccc1,-2%,-1%,?,1%,-4%,?,i,-3%,10%,i,i
CN(CC(=O)N1CCc2ccccc21)S(=O)(=O)c1ccc(Cl)cc1,?,-2%,i,5%,-3%,i,i,-3%,-5%,i,i
COc1ccc(OC)c(CN2CCN(C(=O)c3cccc4ccccc34)CC2)c1,20%,1%,i,3%,-14%,i,i,0%,-3%,i,i
CN(C(=O)CSc1nc(-c2ccc(F)cc2)cs1)C1CCS(=O)(=O)C1 (stereo not given),2%,0%,i,-6%,-18%,?,?,0%,6%,i,?
CC(=O)OCCCN1C(=O)c2ccc(Br)cc2C1=O,5%,1%,i,2%,-4%,i,i,0%,-2%,i,i

# 2 successive entries out of the list so far, quoted:
SMILES,HEK293 cAMP cs,Casp1 inh,Texas Red fluor,FLuc inh,ERK AVP block,Fluorescein fluor,A350 autofl,Casp7 inh,Tau filament bind,Rhodamine fluor,4-MU autofl
COCC(=O)N(C)C1(c2nnnn2CCOC(=O)Nc2cccc3ccccc23)CCCC1,8%,-3%,i,0%,-6%,?,i,-10%,5%,i,i
Cc1c(NC(=O)c2cc(-c3ccc4c(c3)OCO4)on2)c(=O)n(-c2ccccc2)n1C,4%,0%,i,4%,16%,i,i,0%,3%,i,i

# Continued.
SMILES,HEK293 cAMP cs,Casp1 inh,Texas Red fluor,FLuc inh,ERK AVP block,Fluorescein fluor,A350 autofl,Casp7 inh,Tau filament bind,Rhodamine fluor,4-MU autofl
CCOc1ccccc1NC(=O)CSc1nnc(CNC(=O)c2ccco2)o1,0%,1%,i,0%,-6%,i,i,-2%,-8%,i,i
COc1cc2c(cc1OC)C(C(=O)Nc1ccccn1)C(c1cccnc1)N(C)C2=O (stereo not given),-5%,1%,i,1%,-9%,?,i,0%,-4%,i,i
CCOc1ccccc1-c1nn2c(Cc3ccccc3)nnc2s1,?,-1%,?,0%,2%,i,i,-5%,352%,i,i
O=C(CCc1ccccc1)Nc1ccncc1,6%,-1%,.,0%,-9%,.,.,0%,-2%,.,.
Cc1cc(C(F)F)n2nc(C(=O)Nc3ccc(S(=O)(=O)N4CCCCCC4)cc3)nc2n1,-5%,-1%,i,1%,-16%,i,?,0%,9%,i,?
COc1cccc(C2C3=C(CCCC3=O)Nc3nc4ccccc4n32)c1OC (stereo not given),1%,-3%,i,1%,17%,i,3.3e-07M*,-6%,2%,i,3.9e-07M*
CCS(=O)(=O)n1nc(-c2ccccc2)nc1NCc1ccco1,7%,-1%,i,0%,?,?,i,-2%,-6%,i,i
CCC(c1nnnn1CCc1ccccc1)N1CCN(c2ccc(OC)cc2)CC1 (stereo not given),?,-1%,?,1%,3%,i,i,-1%,-1%,i,i
OC[C@H](CCc1c[nH]c2ccccc12)c1c[nH]c2ccccc12,-12%[11.4 µM],1%[11.5 µM],i,2%[11.4 µM],-23%[11.5 µM],i,i,2%[11.5 µM],-7%[11.4 µM],i,i
COC(=O)c1cn[nH]c1N,2%,1%,i,1%,8%,i,i,0%,-1%,i,i
COC(=O)c1ccc(NC(=O)c2cccc(OC)c2)cc1,19%,0%,.,?,?,.,.,0%,2%,.,.
CCOC(=O)c1ccccc1NC(=O)CN(c1cccc(OC)c1)S(C)(=O)=O,20%[11.4 µM],-6%,.,0%,7%,.,.,1%,8%[11.4 µM],.,.
COc1ccc(OCC(=O)N2CCN(C(=O)c3ccccc3)CC2)cc1,6%,-3%,.,1%,-1%,.,.,0%,4%,.,.
COCCn1c(COC)nc2ccccc21,4%,0%,i,4%,1%,i,i,-4%,-4%,i,i
CNC(=O)C1=NCCCc2cc(OC)c(OC)cc21,3%,-2%,i,0%,-7%,i,2.3e-06M*,-1%,2%,i,2.7e-06M*
O=C(NCC1CCCO1)c1nn2c(c1Cl)NC(c1ccc(F)cc1)CC2C(F)(F)F (stereo not given),-3%,0%,?,2%,-6%,i,i,-1%,-9%,i,i
CN1C(=S)SC(/[N+]([O-])=C/c2cccnc2)C1(C)C (stereo not given),3%,-1%,i,-4%,-5%,?,i,-2%,-18%,i,i
Cc1cc(C)c2ccc(N)nc2c1O,?,2%,i,2%,19%,i,i,1%,-24%,i,i

# Not all compounds are listed; rates above refer to the full screens.
